Source: PubChem BioAssay (National Center for Advancing Translational Sciences (NCATS))
A549 tox: Nrf2 qHTS screen for inhibitors: counterscreen for cytotoxicity. hit rate 0.16% among 390,000. Potency, µM (titrated, usually from 46 µM), for inactives: at the highest dose activity change, negative = cytotoxicity, hits mostly inhibitors. AID 504648, 2011. A549 ARE-Fluc cells, CellTiter-Fluor viability, 18-24 h; further: potency means the concentration at half of the fitted maximal effect; on the % scale 0 is the no-effect control and ±100 the full control effect
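A549 ARE-Fluc cells in 5% FBS OPTI-MEM, 5000 cells/well, rested 2 h then exposed to compounds in concentration-response for 18-24 h at 37 °C. Viability by CellTiter-Fluor fluorescence (Ex 405/Em 525) after 30 min; luciferase luminescence (BugLite, 15 min, RT) read afterwards.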
ATXN viability: Viability Counterscreen for Primary qHTS for Inhibitors of ATXN expression | S2 cells (HEK-293 line with an ATXN2-luciferase reporter) viability, CellTiter-Fluor protease fluorescence, 24 h | Potency, µM (doses to about 56.7 µM), actives largely listed as cytotoxic | hit rate 0.49% among 400,000 | AID 651635, 2014; further: potency means the concentration at half of the fitted maximal effect; nearly all actives have a fitted effect of over 40% in size
Nrf2 activator: qHTS of Nrf2 Activators | AID 624171, 2012 | hit rate 0.31% among 410,000 | Potency, µM (doses to about 46.1 µM), for the others: at the top dose activation, actives largely listed as activators | AREc32 ARE-luciferase reporter (MCF7-derived line), luminescence, 24 h; further: potency means the concentration at half of the fitted maximal effect; % of control where 0% means no effect; nearly all actives have a fitted effect of over 65% in size
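Nrf2 activation is followed as ARE-luciferase induction in the AREc32 line after one day of compound treatment; luminescence is read with Steady-Glo.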
MmCpn inh: Inhibitors of TCP-1 ring complex (TRiC) of Methanococcus maripaludis (MmCpn): qHTS; Chaperonin Mm-Cpn (Methanococcus maripaludis); purified Mm-Cpn ATPase, ADP Transcreener TR-FRET; hit rate 0.031% among 330,000; Potency, µM (doses to about 76.9 µM), for inactives: at the top dose activity, negative = inhibition, usual class: inhibitors; further: potency means the concentration at half of the fitted maximal effect; on the % scale 0 is the no-effect control and ±100 the full control effect; nearly all actives have a fitted effect of over 80% in size
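Quantitative HTS used 25 nM Mm-CPN and 10 uM ATP in magnesium/KCl Tris buffer, pH 7.4, with 1 mM DTT. Hydrolysis ran 30 min at 37°C; ADP was read by HTRF.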
HepG2 viability: qHTS for Inhibitors of TGF-b: Cytotox Counterscreen. HepG2 CAGA-GFP viability, ATP luminescence, 18 h. hit rate 0.76% among 410,000. Potency, µM (highest dose often 46.1 µM), without a hit: at the top dose activity change, negative = cytotoxicity, actives largely listed as cytotoxic; further: potency means the concentration at half of the fitted maximal effect; some results filed as inactive show a strong effect at the top dose
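CellTiter-Glo luminescence gave cytotoxicity after 18 hours at 37 degrees C. The cells were HepG2 CAGA-GFP in 1% FBS DMEM, stimulated with 500 pg/mL TGF-beta after compound addition. %Activity was normalised to no-cell wells (complete cell-killing) and DMSO (no toxicity), and curves were fitted and classified.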
CCT modulator: High-Throughput Screening for Modulators of Cytosolic Chaperonin Activity | AID 651819, 2012 | purified chaperonin ATPase assay, HTRF ADP detection, 30 min | hit rate 0.3% among 360,000 | activity change, % (concentration not given with the values), hits read low; in the data active means activity change below about -30%; further: on the % scale 0 is the no-effect control and ±100 the full control effect
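TRiC at 40 or 20 nM final (batch-dependent) in 30 mM Tris pH 7.4, 100 mM KCl, 5 mM MgCl2, 1 mM DTT, with compound at single 76 uM and 10 uM ATP, 30 min at 37 deg C. ADP detected by HTRF Transcreener, 665/615 ratio.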
Akt phos inh: HTS Assay for Inhibitors of Akt Phophorylation: Primary Screen. Neuro2A IGF-stimulated pAkt S473 HTRF, 20 min; hits give low values. activity change, % for hits at 50 µM. hit rate 0.32% among 360,000; in the data active means activity change below about -80%; inconclusive means mostly about -51% to -80%; further: on the % scale 0 is the no-effect control and ±100 the full control effect
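Neuro2A cells in DMEM with 0.5% FBS, overnight at 37 deg C, given compound at single 50 µM final, then IGF (6 nM final) for 20 min at 37 deg C. Lysed; phospho-Akt Ser473 by HTRF after 24 h, 665/615 ratio.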
TGFb SMAD3 inh: qHTS for Inhibitors of TGF-b; Potency, µM (highest dose often 46.1 µM), inactives show top-dose activity, negative = inhibition, most hits filed as inhibitors; HepG2 CAGA-GFP TGF-b/SMAD3 reporter, GFP fluorescence, 18 h; TGF-beta stimulated, 500 pg/mL final; hit rate 1.2% among 410,000; AID 588855, 2011; further: potency means the concentration at half of the fitted maximal effect; on the % scale 0 is the no-effect control and ±100 the full control effect; nearly all actives have a fitted effect of over 65% in size
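Inhibition of TGF-beta-driven CAGA-GFP reporter expression in HEPG2 cells is measured by cellular GFP fluorescence after 18 h stimulation with 500 pg/mL recombinant TGF-beta in 1% FBS medium at 37 degrees C.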
Nrf2 inh: Nrf2 qHTS screen for inhibitors; A549 ARE-Fluc reporter, luciferase luminescence, 18-24 h; Potency, µM (doses to about 46 µM), for the others: at the highest dose activity change, negative = inhibition, hits mostly inhibitors; hit rate 2.1% among 360,000; AID 504444, 2011; further: potency means the concentration at half of the fitted maximal effect; on the % scale 0 is the no-effect control and ±100 the full control effect; nearly all actives have a fitted effect of over 60% in size
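Concentration-response testing used A549 ARE_Fluc cells at 5000 cells/well. Following an 18-24 h compound incubation, viability was read by fluorescence (Ex 405/Em 525) and luciferase output by luminescence.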
* hit, by the source's call; i = inactive; ? = inconclusive; / = no result given; & = joins results of further samples; [ ] = another dose, or the depositor's remark. Unless noted, the call rests on the fitted dose curve; in most records, active means well fitted curve in the direction sought with a large enough effect; inconclusive means small, poorly fitted or top-dose-only effect, or another doubt; inactive means no such curve, though single readings can be large; an effect the other way counts as inactive or inconclusive.

SMILES	A549 tox	ATXN viability	Nrf2 activator	MmCpn inh	HepG2 viability	CCT modulator	Akt phos inh	TGFb SMAD3 inh	Nrf2 inh
C=CCn1c(Cc2c[nH]c3ccccc23)nnc1SCC(=O)NCc1ccccc1	-12%	/	-0.2%	1%	-19%	0.0	/	-14%	2%
CCC1(c2ccc(F)cc2)NC(=O)N(CC(=O)NCc2ccc(C)cc2)C1=O (stereo unspecified)	-3%	i	0.1%	0%	-15%	-6.8	i	-12%	3%
CCNC(=O)Cn1cc(C#N)c2ccccc21	-9%	i	0.1%	0%	-2%	-2.7	i	?	2%
COc1ccc(S(=O)(=O)N2CCOCC2)cc1NC(=O)Cc1ccsc1	0%	i	0.1%	-1%	10%	1.9	i	4%	-8%
COC(=O)C[C@H](NC(=O)Cn1cnc(C(=O)Nc2ccc(C)c(C)c2)n1)C(=O)OC	-4%	i	3.4%	-2%	-18%	1.8	i	0%	-12%
CCOC(=O)C1=C(C)Nc2nc3ccccc3n2C1c1ccc(O)cc1 (stereo unspecified)	1%	i	-0.5%	2%	-1%	-2.9	i	7%	-15%
Nc1nc(SCC(=O)N2CCN(c3ccc(F)cc3)CC2)n[nH]1	2%	i	-0.3%	1%	5%	-2.8	i	-12%	-11%
CC(=O)Nc1cccc(NC(=O)c2ccc(COc3ccccc3)cc2)c1	-2%	i	0.5%	-5%	-1%	-1.8	i	-2%	?
COC(C[C@@H](O)C[C@@H](O)COCc1ccccc1)OC	8%	i	-0.6%	2%	2%	-1.7	i	12%	8%
Cc1cc(C)nc(NS(=O)(=O)c2ccc(NC(=O)Cc3ccccc3F)cc2)n1	-4%	i	-0.7%	0%	-5%	-1.3	i	-12%	-4%

Next section; the last 4 above are carried over.
SMILES	A549 tox	ATXN viability	Nrf2 activator	MmCpn inh	HepG2 viability	CCT modulator	Akt phos inh	TGFb SMAD3 inh	Nrf2 inh
Nc1nc(SCC(=O)N2CCN(c3ccc(F)cc3)CC2)n[nH]1	2%	i	-0.3%	1%	5%	-2.8	i	-12%	-11%
CC(=O)Nc1cccc(NC(=O)c2ccc(COc3ccccc3)cc2)c1	-2%	i	0.5%	-5%	-1%	-1.8	i	-2%	?
COC(C[C@@H](O)C[C@@H](O)COCc1ccccc1)OC	8%	i	-0.6%	2%	2%	-1.7	i	12%	8%
Cc1cc(C)nc(NS(=O)(=O)c2ccc(NC(=O)Cc3ccccc3F)cc2)n1	-4%	i	-0.7%	0%	-5%	-1.3	i	-12%	-4%
Cc1ccc(C)c(S(=O)(=O)N2CCN(C(=O)[C@@H]3CCCN3C(=O)c3cccs3)CC2)c1	9%	?	0.2%	1%	1%	-1.2	i	1%	-2%
Fc1ccccc1-c1nc2ccccc2[nH]1	11%	i	11%	-2%	-22%	-2.7	i	0%	?
O=c1oc(-c2cccs2)nc2ccc(Br)cc12	11%[1.84 µM]	i	2.2%	-1%	0%	-1.0	i	-3%	-1%
O=C1c2ccccc2NC(c2ccc(-c3ccc(Br)cc3)o2)N1O (stereo unspecified)	-2%	?	2.7%	-2%	-29%	-2.1	i	?	/
COc1ccc(CCNC(=O)C2CCN(S(=O)(=O)c3cc(OC)ccc3OC)CC2)cc1	-6%	i	-0.6%	-2%	-1%	1.8	/	5%	-1%
Cc1cc2nc(-c3cccnc3SCC(=O)NCc3ccco3)[nH]c2cc1C	0%[1.84 µM]	i	4.9%	-10%	-66%	-1.7	i	-1%	?
CCOc1ccc(Nc2cc(C)nc3nc(C)nn23)cc1	?	i	2.6%	1%	-35%	-0.7	i	?	-7%
c1ccc(CCNc2cc(-c3ccc4ccccc4c3)nc3ccnn23)nc1	/	i	2.2%	/	2%	-2.4	i	4%	/
COc1cc(C)ccc1OCC(=O)Nc1ccccc1N1CCOCC1	2%	i	-0.5%	1%	-4%	-3.2	i	-29%	-7%
COc1ccc(NC(=O)c2sccc2OS(=O)(=O)N(C)C)cc1	2%	i	0.4%	0%	-137%	1.7	i	0%	-17%

Taken from above.
Entry of CCC1(c2ccc(F)cc2)NC(=O)N(CC(=O)NCc2ccc(C)cc2)C1=O (stereo unspecified) in A549 tox: -3%
Entry of c1ccc(CCNc2cc(-c3ccc4ccccc4c3)nc3ccnn23)nc1 in HepG2 viability: 2%
Entry of COc1ccc(S(=O)(=O)N2CCOCC2)cc1NC(=O)Cc1ccsc1 in Nrf2 activator: 0.1%

(listing goes on)
SMILES	A549 tox	ATXN viability	Nrf2 activator	MmCpn inh	HepG2 viability	CCT modulator	Akt phos inh	TGFb SMAD3 inh	Nrf2 inh
O=C(/C=C/c1ccccc1)NCC(=O)N/N=C\c1cccnc1	?	i	-1.5%	2%	10%	-0.5	i	13%	7%
CC(C)(C)C1CCN2CCC[C@](c3ccccc3)(C1)C2OCCCO (stereo partly specified)	/	?	3.9%	/	/	0.9	i	/	/
CN(C)CCN(C(=O)CN1C(=O)c2ccccc2C1=O)c1nc2cc3c(cc2s1)OCO3	8%	i	-0.9%	-3%	-2%	-2.3	i	-11%	0%
CC(C)(C)OC(=O)N1CCC(c2nnc(SCc3ccccc3F)o2)CC1	?	i	0.2%	/	-24%	/	/	-1%	21µM*
COc1ccc(NC(=O)COCc2cc(-c3ccco3)on2)cc1Cl	17%	/	19%	/	-15%	/	/	-4%	?
Cc1ccc(NC(=O)c2c(C(=O)Nc3ccccc3)sc3nc(C)cc(=O)n23)cc1	2%&1%	i	-0.3%&0.3%	-5%	-6%&-1%	-0.7	i	-24%&-1%	1%&13%
Cn1c(=O)n(C)c2cc(NC(=O)c3ccc(F)cc3)c(Br)cc21	-3%	i	-0.7%	0%	18%	-0.8	i	-7%	?
CC(=O)Nc1cccc(NC(=O)CSc2nccn2Cc2ccccc2)c1	0%&0%	i	0.5%&0.0%	2%	-7%&-23%	-0.6	i	-16%&-27%	?
O=C(CN1CCC(n2nnc3cc(C(F)(F)F)ccc32)CC1)NCc1cccs1	-16%	i	0.1%	0%	-21%	-28	i	-6%	?
CN(C)CCCOc1cccc(Cl)c1	3%	i	-0.7%	-1%	-3%	2.0	i	-12%	4%
Cc1cccc(NC(=O)CN2C(=O)COc3ccc(S(=O)(=O)N4CCC(C)CC4)cc32)c1C	0%	/	-0.3%	/	0%	/	/	0%	-6%
O=C(c1ccc(N2CCCC2=O)cc1)N1CCN(c2ccc(Cl)cc2)CC1	-9%	i	0.0%	0%	3%	1.7	i	?	18µM*
O=C(O)CCn1c(SCCc2ccccc2)nc2ccccc21	-6%	i	0.4%	/	1%	0.6	i	5%	-15%
CN(C)/C=N/c1cc(=O)n(Cc2ccccc2)c(=O)n1C	1%	i	0.3%	1%	-17%	-2.3	i	2%	8%
CC1C/C(=C/c2ccccn2)C(=O)/C(=C/c2ccccn2)C1 (stereo unspecified)	?	/	-1.0%	-5%	-108%	-1.8	i	1.3µM*	16µM*
CCN(CC)c1ccc(S(=O)(=O)N2CCCCC2)cc1NC(=O)C1CSC2(C)CCC(=O)N12 (stereo unspecified)	-13%	i	-0.9%	-2%	1%	-0.1	i	7%	7%
Brc1ccc(-c2noc(CCc3ccccc3)n2)cc1	?	i	4.0%	/	4%	-1.5	i	-5%	?
CCCCCN1C(C(=O)c2ccccc2)=C(NC(=O)c2ccccc2Cl)c2ccccc2S1(=O)=O	-1%	i	-0.2%	/	3%	/	/	?	-5%
O=C(NNC(=O)C12CC3CC(CC(Cl)(C3)C1)C2)c1csc(N2CCOCC2)n1	2%	i	-0.1%	-1%	8%	1.6	i	-3%	-4%
CC1(C)CC(C)(O)P(=O)(c2ccccc2)O1 (stereo unspecified)	-9%	i	-0.5%	0%	-3%	0.8	i	-6%	-3%
COc1ccc(N2CCN(C(=O)COC(=O)c3c(-c4ccccc4)noc3C)CC2)cc1	1%	i	3.4%	-2%	-38%	-0.4	i	-5%	-29%
CC(C)C[C@H](NC(=O)NC(C)C)C(=O)O	-3%	i	-0.3%	-3%	13%	-0.6	i	-10%	/
Cc1cc([N+](=O)[O-])nn1CCCC(=O)Nc1cc(Oc2ccccc2)cc([N+](=O)[O-])c1	2%	i	-0.8%	2%	10%	0.5	i	-14%	?
CC1Cc2ccccc2N1C(=O)c1cnsn1 (stereo unspecified)	-3%	i	0.7%	1%	-3%	-0.3	i	-3%	15%
COc1ccc2c(c1)OC[C@H]1[C@H]2N2C(=O)CNC(=O)[C@@]2(C)[C@H]1c1ccccc1	2%	i	-0.5%	-1%	22%	1.2	i	-1%	5%
Cc1ccc(S(=O)(=O)N2CCC(C(=O)NCCCn3ccnc3)CC2)cc1	-1%	i	0.0%	1%	-5%	0.5	i	17%	6%
O=C(NCc1ccco1)/C(=C\C=C\c1ccccc1)NC(=O)c1ccccc1Br	0%	i	3.0%	?	2%	-3.1	i	-8%	6%
COc1cccc(CNC(=O)CN2C(=O)COc3ccc(S(=O)(=O)N4CCCCC4)cc32)c1	11%&-1%	i	0.1%&2.3%	0%	-13%&-12%	0.6	i	-6%&0%	3%&6%
CCc1nc(-c2cc(S(=O)(=O)N3CCN(c4ccccc4)CC3)ccc2OC)no1	0%	i	-0.3%	/	1%	/	/	-2%	46%
Cc1ccc(C)c(SCC(=O)OC/C(O)=C(\C#N)c2nc3ccccc3[nH]2)c1	-4%	?	?	-5%	-17%	0.4	i	-10%	-9%
